Bioassay records as filed in PubChem BioAssay.
PHOSPHO1 inh = PubChem AID 1565. Phosphoethanolamine/phosphocholine phosphatase (Homo sapiens), Q8TCT1. recombinant PHOSPHO1, absorbance phosphatase assay. inhibition, % at 13.3 µM. 290,000 tested, 1.1% active; in the data active = inhibition above about 60%
Target sequence (Q8TCT1 whole entry, looked up): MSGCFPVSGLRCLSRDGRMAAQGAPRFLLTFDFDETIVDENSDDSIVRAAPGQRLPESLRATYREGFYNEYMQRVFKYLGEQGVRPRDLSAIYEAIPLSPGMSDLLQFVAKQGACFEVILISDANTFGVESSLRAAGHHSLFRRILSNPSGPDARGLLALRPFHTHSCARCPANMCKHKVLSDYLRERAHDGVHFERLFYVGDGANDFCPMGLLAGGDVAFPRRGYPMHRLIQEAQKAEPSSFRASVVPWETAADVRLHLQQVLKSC
FID counter = compounds displacing fluorescent DNA intercalator, primary screen, artefact control for HCV NS3 helicase inhibitor project, biochemical, FID fluorescence. DNA fluorescent intercalator displacement. inhibition, % at 7.9 µM. 290,000 tested, 0.17% active. AID 1845, 2009; in the data active = inhibition above about 37%;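 note: 0% = vehicle and 100% = reference compound; higher means more ethidium bromide displaced from hairpin DNA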
pCIP destab = p/CIP-EGFP fusion destabilizers, primary screen, fluorescence, F442A cells | Q05BA5 | 16 h | decrease of EGFP signal, % at 10 µM | 290,000 tested, 0.01% active | AID 1984, 2009;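 active = EGFP signal decrease of at least 30% at 10 µM or well 3 SD below plate mean, unless failing retest; inactive = the rest, including hits failing retest or dose response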; note: some compounds called inactive have numbers as strong as hits; many of its hits are not listed in these tables
HCV NS3 hel inh = inhibitors of HCV NS3 helicase, primary screen, biochemical, Cy5 molecular beacon fluorescence; 290,000 tested, 0.56% active; inhibition, % at 10.9 µM; NS3 helicase DNA unwinding; AID 1800, 2009;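 active = inhibition above the mean of all tested compounds plus 3 SD, set per campaign, cut at about 35% in these data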;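 note: 0% = DMSO wells and 100% = thioflavine S control wells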
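Control set: DMSO versus 110 µM thioflavine S; Material: NS3 helicase fragment of HCV; Measured by: Cy5 fluorescence at 0 and 60 min, beacon hairpin quenching; Read-out basis: percent inhibition from t60/t0 fluorescence ratio; Times: reaction time 60 min, 25 °C; Repeats: single replicate; Compound dosing: single dose, 10.9 µM nominal final, DMSO 0.8% final.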
VIM-2 inhibitor = VIM-2 metallo-beta-lactamase inhibitors, primary screen, biochemical, epi-absorbance readout, Pseudomonas aeruginosa enzyme; 290,000 tested, 0.89% active; inhibition, % at 5.6 µM; purified VIM-2, nitrocefin hydrolysis, epi-absorbance fluorescence;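 active = inhibition above the mean of all tested compounds plus 3 SD, cutoff set per screening run, cut at about 7.5% in these data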;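 note: red hydrolysis product quenches plate fluorescence so inhibitors raise well fluorescence; 0% = enzyme with DMSO and 100% = DMSO without enzyme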
IMP-1 inhibitor = IMP-1 metallo-beta-lactamase inhibitors, primary screen, biochemical, epi-absorbance readout, Pseudomonas aeruginosa enzyme; metallo-beta-lactamase IMP-1 (Pseudomonas aeruginosa); purified IMP-1, nitrocefin hydrolysis, epi-absorbance fluorescence; inhibition, % at 5.6 µM; 290,000 tested, 0.45% active;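 active = inhibition above the mean plus 3 SD of all compounds in the same screening run, cut at about 4.5% in these data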;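 note: 0% = IMP-1 with DMSO and 100% = DMSO wells lacking enzyme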
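Test system: recombinant IMP-1 enzyme, purified / Medium: HEPES buffer pH 7.1 with ZnSO4 and Brij 35 / Doses: single dose, 5.6 µM / Times: 25 °C, 15 min preincubation, 25 min reaction / Detection: Epi-absorbance via hydrolysed-nitrocefin quenching of white-plate fluorescence, 480/530 nm, EDTA stop / Evaluation: percent inhibition from optical density relative to buffer-blank wells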
MEKK3 PB1 HTS = modulators of MEKK3-MEK5 PB1 binding, primary screen, biochemical, wildtype MEKK3, multiplex bead flow cytometry, Alexa488-MEK5; Mitogen-activated protein kinase kinase kinase 3 (Homo sapiens), Q99759; bead-based flow cytometry, Alexa488-MEK5 binding to MEKK3; actives lie on both sides; 0 = blocked by unlabeled MEK5, 100 = vehicle; binding response (% of control), % at 10 µM; 290,000 tested, 1.4% active; AID 1529, 2009;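 active = binding response more than 3 SD above or below the average of its plate-row segment, actives on both sides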;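 note: Alexa488 bead fluorescence after subtracting the streptavidin-only scavenger bead signal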
Target sequence (Q99759 whole entry, looked up): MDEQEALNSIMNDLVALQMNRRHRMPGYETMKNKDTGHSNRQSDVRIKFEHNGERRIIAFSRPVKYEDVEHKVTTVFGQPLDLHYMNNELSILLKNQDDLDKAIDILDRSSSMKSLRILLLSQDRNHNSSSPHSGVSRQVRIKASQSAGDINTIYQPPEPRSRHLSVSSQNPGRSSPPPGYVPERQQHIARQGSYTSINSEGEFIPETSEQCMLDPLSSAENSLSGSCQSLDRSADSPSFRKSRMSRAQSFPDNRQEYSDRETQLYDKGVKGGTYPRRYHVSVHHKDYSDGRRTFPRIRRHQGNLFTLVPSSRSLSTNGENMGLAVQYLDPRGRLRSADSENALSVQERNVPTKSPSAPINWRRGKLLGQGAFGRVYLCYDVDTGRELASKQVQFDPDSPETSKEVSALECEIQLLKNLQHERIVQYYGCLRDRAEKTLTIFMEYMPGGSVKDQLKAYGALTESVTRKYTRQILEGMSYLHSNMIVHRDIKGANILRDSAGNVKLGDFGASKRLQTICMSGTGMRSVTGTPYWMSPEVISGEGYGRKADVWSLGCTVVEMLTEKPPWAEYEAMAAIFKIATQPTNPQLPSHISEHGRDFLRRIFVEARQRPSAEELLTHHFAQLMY
IDE act = human IDE activators in live cells, primary screen, fluorescence polarization, HEK cells, FAbeta-B substrate; Insulin-degrading enzyme (Homo sapiens), P14735; FAbeta-B cleavage; 0% vehicle, 100% cell-free pure enzyme wells; activation, % at 5.96 µM; 340,000 tested, 0.073% active; AID 493087, 2011;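 active = activation above the mean of all tested compounds plus 3 SD, set per screening campaign, cut at about 17% in these data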
SUMO HTRF inh = inhibitors of in vitro SUMOylation cascade, primary screen, biochemical, HTRF, uHTS. SUMO-conjugating enzyme UBC9 (Homo sapiens), P63279. HTRF SUMOylation assay, SAE1/SAE2 + UBC9. inhibition, % at 35 µM. 290,000 tested, 0.36% active; in the data active = inhibition above about 50%, passing the limit was not always enough; note: strong numbers were not always called active
Target sequence (P63279 whole entry, looked up): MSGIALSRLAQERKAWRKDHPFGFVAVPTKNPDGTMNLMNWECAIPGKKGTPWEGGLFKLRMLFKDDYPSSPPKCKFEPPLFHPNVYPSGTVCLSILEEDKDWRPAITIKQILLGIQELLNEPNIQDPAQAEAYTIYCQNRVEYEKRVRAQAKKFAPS
An asterisk follows results filed as active; . = not tested or not shown; [ ] = another dose, or the depositor's remark.

SMILES	PHOSPHO1 inh	FID counter	pCIP destab	HCV NS3 hel inh	VIM-2 inhibitor	IMP-1 inhibitor	MEKK3 PB1 HTS	IDE act	SUMO HTRF inh
Cc1cc(C)c(C(=O)N2CCCC(Nc3ccc(F)cc3)C2)o1 (configuration not stated)	15	-32	-14	0	-3.0	-2.1	98	4	15
Nc1c(-c2ccccc2)n[nH]c1-c1ccccc1	-22	-2	-3	0	-2.9	-0.7	99	2	3
COc1ccc(OC)c(-c2cc(C(F)(F)F)c3c(n2)sc2c(O)cc(=O)[nH]c23)c1	8	-7	2	2	-0.4	-2.9	69*[inhibitor]	3	12
CN(Cc1ccccc1)c1ccc(C(CC(N)=O)NC(=O)c2ccc(Br)cc2)cc1[N+](=O)[O-] (configuration not stated)	25	-28	-13	4	-0.1	0.9	102	4	-19
Cc1cc(NC(=O)CSc2nccn2C)n(-c2ccccc2)n1	36	-2	-17	6	-1.6	-0.8	102	0	-4
CC(C)C1CC(CCN2CCCCC2)(c2ccccc2)CCO1 (configuration not stated)	-8	13	11	16	-4.8	-3.2	103	3	-7
Cc1cc(N(C)C)c(C#N)c(N2CCOCC2)n1	-4	-1	0	4	-2.8	-2.8	107	3	-22
CCN1CCN(Cc2ccccc2NC(=O)Nc2ccc(C)cc2)CC1	24	5	8	3	-2.8	-3.7	106	-2	4
CCN(Cc1ccncc1)Cc1cn[nH]c1-c1cc(OC)c(OC)c(OC)c1	31	-8	-2	5	-2.6	-2.8	98	-3	4
COc1ccc(N(CC(=O)Nc2ccccc2C(=O)NCc2ccco2)S(C)(=O)=O)cc1	13	-23	8	-4	-3.2	-3.9	92	-7	-4
COc1ccc(NC(=O)c2ccc(Oc3ncccn3)cc2)cc1	21	-5	-9	-8	2.1	0.4	92	2	5
CCCCC(CC)C1OCC(C[N+]2(C)CCOCC2)O1 (configuration not stated)	17	1	4	0	-2.6	-1.8	105	4	-2
CC(C)c1nc(SCC(=O)Nc2c[nH]c(=O)[nH]c2=O)c2cnn(-c3ccccc3)c2n1	37	-2	2	2	1.3	-1.6	76	5	41
COc1cccc(NC(=O)c2ccccc2SC)c1	1	0	-3	-2	-1.4	-0.3	89	0	10
CCS(=O)(=O)N1CCC(C(=O)NCC2CCCO2)CC1 (configuration not stated)	15	-1	1	-6	-2.7	2.0	.	3	-13
O=C(CSc1nnc(SCc2cccc3ccccc23)s1)N/N=C/C=C/c1ccccc1[N+](=O)[O-]	18	0	6	-8	-1.6	-2.5	95	9	7
Cc1ccccc1NS(=O)(=O)c1ccc2c3c(cccc13)C(=O)N2C	36	-9	-1	-8	1.0	-0.8	99	5	18
CCOc1ccccc1NS(=O)(=O)c1ccc2c(c1)NC(=O)CCS2	17	-29	1	9	-2.0	-4.4	102	-4	4
CC(C)c1ccc(/C=N/NC(=O)c2ccccn2)cc1	-10	-9	21	-2	-1.8	-1.0	100	-3	1
O=C(NCC1CCCO1)/C(=C\c1ccccc1F)NC(=O)c1ccccc1 (configuration not stated)	17	-6	8	6	-0.3	-1.6	94	6	-3
O=c1c2ccccc2[nH]c(=S)n1CCCN1CCOCC1	16	4	-1	10	-0.1	3.1	100	0	19
Cc1cc(C)cc(NC(=O)CSc2nccn2Cc2ccco2)c1	-5	-25	-10	-8	-2.6	-2.1	102	-1	17
CCCC(=O)Nc1ccc(NC(=O)c2cccs2)cn1	-20	7	-4	-2	-3.1	-4.9	106	1	-2
COc1ccc(-c2cc3ccccc3n2CC(O)Cn2nc(C)cc2C)cc1 (configuration not stated)	-4	-25	3	-7	-2.4	-2.2	107	-2	5
O=C(N/N=C/c1ccco1)c1ccc2nc[nH]c2c1	45	-4	-13	11	-2.6	-1.6	98	-1	0
COc1cccc(C2C(C#N)=C(C)NC3=C2C(=O)CC(C)(C)C3)c1 (configuration not stated)	-3	-4	2	-6	-3.6	-2.7	106	-1	24
O=C(/C=C\NCC(=O)c1ccccc1)c1ccc2ccccc2c1	-28	2	-9	16	-2.3	-2.0	99	4	22
Cc1ccc(NC(=O)CS(=O)CC(=O)N2CCN(c3ccccc3)CC2)cc1 (configuration not stated)	8	-28	-5	-7	-4.0	-1.5	97	-2	16
N#CCC(=O)Nc1ncn(Cc2ccccc2Cl)n1	4	-12	4	13	-2.5	-4.3	88	-1	-2
COc1ccc(C(=O)NCCc2c[nH]c3ccc(OC)cc23)cc1	31	-8	-1	1	-2.5	-3.6	103	0	2
NC(=O)CC(CC(=O)OCc1ccccc1)c1ccccc1 (configuration not stated)	14	-6	0	0	-2.2	-0.5	103	2	0
Cc1cccc(S(=O)(=O)Nc2cccc(-c3cn4ccsc4n3)c2)c1	26	-8	8	-8	-2.8	-2.5	104	-3	3
COc1ccc(Cl)cc1NS(=O)(=O)N1CCOCC1	18	-4	-4	1	-2.5	-3.1	94	6	6
CC/C(=N\NC(=O)CNC(=O)/C=C/c1ccco1)c1ccccc1	25	-7	-13	12	-3.6	-3.6	108	-3	25
CCOC(=O)C(CCc1nnc(N)s1)C(=O)OCC	-1	-4	-9	0	-3.8	-3.8	98	4	22
O=C1CCCC/C1=C\Nc1ccc(C(=O)O)c(O)c1	32	-3	-10	10	-1.0	-1.8	84	8	17
CC(=O)N1CCc2cc(Br)cc(S(=O)(=O)N3CCN(C(=O)c4ccco4)CC3)c21	-3	-5	6	-7	-1.2	-2.0	97	-3	14
Cc1nnc(SCc2nc3ccccc3[nH]2)s1	7	-1	-1	3	-0.6	-3.6	99	-4	-29
OCC[C@@H]1C[C@H](O)[C@@H](O)[C@]2(CCc3ccccc3CO2)O1	36	-7	-3	2	0.5	0.0	99	0	-7
O=c1cc(-c2ccc(O)cc2)oc2ccccc12	11	-8	-3	5	1.2	-1.9	116	2	21

One compound at a time, as listed above:
Shown for O=c1cc(-c2ccc(O)cc2)oc2ccccc12 → PHOSPHO1 inh = 11; FID counter = -8; pCIP destab = -3; HCV NS3 hel inh = 5; VIM-2 inhibitor = 1.2; IMP-1 inhibitor = -1.9; MEKK3 PB1 HTS = 116; IDE act = 2; SUMO HTRF inh = 21
Shown for Cc1ccc(NC(=O)CS(=O)CC(=O)N2CCN(c3ccccc3)CC2)cc1 (configuration not stated) → PHOSPHO1 inh = 8; FID counter = -28; pCIP destab = -5; HCV NS3 hel inh = -7; VIM-2 inhibitor = -4.0; IMP-1 inhibitor = -1.5; MEKK3 PB1 HTS = 97; IDE act = -2; SUMO HTRF inh = 16
Shown for CC/C(=N\NC(=O)CNC(=O)/C=C/c1ccco1)c1ccccc1 → PHOSPHO1 inh = 25; FID counter = -7; pCIP destab = -13; HCV NS3 hel inh = 12; VIM-2 inhibitor = -3.6; IMP-1 inhibitor = -3.6; MEKK3 PB1 HTS = 108; IDE act = -3; SUMO HTRF inh = 25

Carrying on:
SMILES	PHOSPHO1 inh	FID counter	pCIP destab	HCV NS3 hel inh	VIM-2 inhibitor	IMP-1 inhibitor	MEKK3 PB1 HTS	IDE act	SUMO HTRF inh
COc1ccc(CCNC(=O)Cn2cccc2C(=O)c2ccccc2)cc1OC	9	-18	-4	-3	-2.2	-2.6	103	2	-1
O=C(COc1ccc(Cl)cc1Cl)N1CCN(c2ccccn2)CC1	46	-28	-10	-10	-0.7	-1.5	95	-1	2
C=C(C)Cn1c(N2CCN(CC)CC2)nc2c1c(=O)[nH]c(=O)n2C	3	1	-6	0	0.2	-2.6	107	4	-1
CC1CCC(N2CCN(S(=O)(=O)Cc3ccccc3)CC2)CC1 (configuration not stated)	28	-1	6	5	-3.9	-1.7	104	-3	-13
CCOc1ccc(CCNC(=O)C2CCCN2C(=O)OCc2ccccc2)cc1OCC (configuration not stated)	-10	-38	-3	10	-2.3	-2.2	94	5	2
COc1ccc(C(=O)CSc2nc(C(C)(C)C)nc3ccccc23)cc1	30	-9	-16	-1	-2.6	-2.6	99	-1	-20
COc1ccc(CNn2c(-c3cccs3)nc3ccccc3c2=O)cc1OC	0	-8	-10	-2	-3.1	-2.2	105	1	8
Cc1ccc(NC(=O)CCC(=O)c2cccs2)cc1	-1	-6	-20	0	-1.8	-1.6	97	4	8
NC(=O)Cn1c(-c2nonc2N)nc2ccccc21	16	-9	1	-3	-1.0	-3.5	99	7	0
CCOC(=O)c1nn(-c2ccc(Cl)cc2)c2nc(Nc3ccccc3)cc(=O)n12	22	-20	0	-5	-2.2	-2.0	.	10	10
CN(C)c1ccc(CNCC2CCCO2)cc1 (configuration not stated)	24	-3	6	6	-2.0	0.0	107	5	3
CCC(C)COC(c1ccccc1)(c1ccccc1)C(Oc1nc(C)cc(C)n1)C(=O)O (configuration not stated)	.	-42	-16	26	-0.9	0.0	105	1	14
COc1cc(-c2nc(Cc3c(F)cccc3Cl)no2)cc(OC)c1OC	-5	-2	7	-1	-1.2	-3.1	108	0	-42
Cc1ccc(Sc2ccc(CN3CCCCC3)cc2[N+](=O)[O-])cc1	30	19	-23	-2	-3.7	-2.7	100	9	-11
O=C(NCC1CCCCC1)C1CCCN(C(=O)NC2CCCCC2)C1 (configuration not stated)	-11	-20	-3	8	-1.4	-2.4	101	5	-3
CC(C)CC(=O)Nc1nnc(SCC(=O)NCc2ccco2)s1	-15	-4	2	-5	4.4	-2.8	99	4	8
O=C(COc1ccc([N+](=O)[O-])cc1)NNC(=O)c1cccnc1	26	-6	-5	4	-1.2	-2.8	100	8	-1
COc1cc(/C=C2\SC(=S)N(C(C(=O)O)c3ccccc3)C2=O)cc(OC)c1OC (configuration not stated)	32	-1	-14	30	1.3	-2.3	95	3	12
CCOC(=O)c1cc(NC(=O)N2CCCCC2)c(C)nc1C	1	-3	3	-1	-0.5	-4.1	104	2	12
COC(=O)Nc1ccc(S(=O)(=O)N2CCCC(C(=O)N3CCOCC3)C2)cc1 (configuration not stated)	8	-6	-9	-12	-2.4	-3.6	96	4	3
COc1ccc(/C(C)=N/NC(=O)C2CC2)cc1	37	8	17	0	-0.5	-3.0	90	0	10
Cc1ccc(CNC(=O)c2cc3c(s2)CS(=O)(=O)C3)cc1	28	-8	-1	3	-1.8	0.0	2.0*[inhibitor]	3	-4
C=CCN1C(=O)C2C3C=CC(C2C1=O)C1C2C(=O)N(CC=C)C(=O)C2C31 (configuration not stated)	32	-7	-2	-14	-1.8	-4.7	110	-3	19
CC(=O)Nc1ccc(S(=O)(=O)N2CCN(c3cc(C)nc4ccccc34)CC2)cc1	-11	18	-11	-9	6.4	-2.6	103	7	1
Cc1cccc2c(=O)cc(C)n(Cc3ccccc3)c12	3	1	-3	6	-0.5	-2.0	96	4	-23

A portion of the library (hit frequency here may not be typical).
